Screening results: PubChem, several laboratories
thrombin 1536 – human alpha-thrombin inhibitors, primary screen, counter-screen for coagulation protease inhibitor project, biochemical, 1536-well, fluorogenic AMC substrate; actives 0.26% (n = 220,000); Prothrombin (Homo sapiens), P00734; inhibition, % at 5 µM; Boc-VPR-AMC fluorogenic substrate cleavage; AID 1046, 2008;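 active = inhibition at or above 40%; inactive = inhibition below 40%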;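 note: 0% = enzyme with no compound and 100% = wells without enzyme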
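System: human alpha-thrombin protein; Compound dosing: one concentration per compound, 5 µM, with 0.2% DMSO; Timing: reaction at room temperature; Technique: AMC fluorescence, 355/460 nm; Controls: enzyme without compound as high, wells lacking enzyme as low.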
KLK5 inh – human KLK5 protease inhibitors, primary screen, biochemical, 1536-well | Kallikrein-5 (Homo sapiens), Q9Y337 | recombinant hK5, fluorogenic AMC substrate cleavage | inhibition, % at 5 µM | actives 0.59% (n = 210,000) | AID 873, 2007;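 active = inhibition of 40% or more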;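 note: 0% = enzyme controls without compound and 100% = no-enzyme blanks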
Target sequence (Q9Y337 67-293 limits assumed): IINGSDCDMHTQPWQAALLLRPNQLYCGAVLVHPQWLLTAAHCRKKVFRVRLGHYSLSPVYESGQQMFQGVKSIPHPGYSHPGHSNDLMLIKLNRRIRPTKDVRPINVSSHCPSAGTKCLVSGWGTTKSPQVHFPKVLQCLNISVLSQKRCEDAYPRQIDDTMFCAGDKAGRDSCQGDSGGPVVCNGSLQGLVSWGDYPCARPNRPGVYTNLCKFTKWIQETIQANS
FXIa inh – human FXIa protease inhibitors, primary screen, biochemical, 1536-well; Coagulation factor XI (Homo sapiens), P03951; purified FXIa, Boc-Glu-Ala-Arg-AMC fluorogenic substrate; inhibition, % at 5 µM; actives 0.14% (n = 220,000);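 active = inhibition of at least 40%; inactive = inhibition below 40%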;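 note: fluorescence of freed AMC excited at 355 nm; 0% = enzyme without compound and 100% = no enzyme blank; many of its hits are not listed in these tables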
Target sequence (P03951 19-387 limits assumed): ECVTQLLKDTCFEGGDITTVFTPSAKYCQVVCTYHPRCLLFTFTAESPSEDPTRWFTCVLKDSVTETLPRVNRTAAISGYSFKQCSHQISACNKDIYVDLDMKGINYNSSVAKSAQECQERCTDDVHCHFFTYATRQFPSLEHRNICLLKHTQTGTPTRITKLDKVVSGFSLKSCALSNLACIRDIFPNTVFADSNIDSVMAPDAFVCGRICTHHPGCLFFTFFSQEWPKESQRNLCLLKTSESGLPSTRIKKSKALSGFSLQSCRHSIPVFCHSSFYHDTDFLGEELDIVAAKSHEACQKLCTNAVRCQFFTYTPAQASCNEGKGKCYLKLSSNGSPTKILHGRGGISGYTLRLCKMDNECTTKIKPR
Target sequence (P03951 388-625 limits assumed): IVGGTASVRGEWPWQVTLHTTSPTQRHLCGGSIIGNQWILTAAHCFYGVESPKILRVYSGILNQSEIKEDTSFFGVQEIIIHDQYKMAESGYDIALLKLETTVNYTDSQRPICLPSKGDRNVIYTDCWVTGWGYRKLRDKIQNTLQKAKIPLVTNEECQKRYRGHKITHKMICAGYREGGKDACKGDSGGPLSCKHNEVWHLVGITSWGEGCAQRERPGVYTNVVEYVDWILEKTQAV
zVAD death inh – inhibitors of zVAD-triggered necroptosis, primary screen, L929 cells. L929 zVAD necroptosis rescue, ATP luminescence, 24 h; with zVAD 60 µM. viability rescue, % at 10 µM. actives 0.38% (n = 220,000);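 active = activation, scaled between plate controls, above about 75%, limit read from the data; inactive = activation under that limit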;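 note: 0% = zVAD with DMSO and 100% = DMSO alone without zVAD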
Hck-Nef inh – inhibitors of Nef-activated human Hck kinase, primary screen, biochemical, Z-Lyte FRET, 384-well, Hck-YEEI | actives 0.68% (n = 220,000) | Recombinant Hck-YEEI plus Nef, Z-Lyte FRET kinase assay | AID 463187, 2010 | inhibition, % at 20 µM | Tyrosine-protein kinase HCK (Homo sapiens), P08631;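 active = Hck-Nef kinase inhibition above about 50%, limit read from the data; inactive = inhibition below that limit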;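 note: 0% = DMSO with Hck plus Nef and 100% = Hck alone without Nef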
KCC2 mod – KCC2 cotransporter modulators, thallium flux, primary screen, cell-based, HEK293 KCC2, FluoZin-2 fluorescence, MLSMR | Solute carrier family 12 member 5 (Homo sapiens), Q9H2X9 | KCC2 cells, thallium flux FluoZin-2 fluorescence | B-score of Tl+ flux slope (higher = more flux/activation; lower = inhibition) at 10 µM | actives 2.2% (n = 190,000);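 active = thallium flux slope and its plate-corrected score both differing from the plate sample mean at a set confidence after two filtering rounds, in either direction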;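 note: slope of fluorescence scaled to starting intensity during 10 to 20 s after thallium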
Rad51 HR inh – human RAD51 strand exchange inhibitors, primary screen, biochemical, fluorescence; DNA repair protein RAD51 homolog 1 (Homo sapiens), Q06609; hRad51 DNA strand exchange, fluorescence dequenching; inhibition, % at 10 µM; actives 0.085% (n = 200,000);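 active = inhibition above 40% at the single screening dose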;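 note: 0% = DMSO control wells and 100% = blanks with heterologous ssDNA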
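Material: human Rad51–ssDNA filaments; Probe or stimulus: labelled 47-mer dsDNA for strand exchange; Doses: single 10 µM dose; Incubation: 37 °C 15-min filament assembly, 30-min compound preincubation, 15-min exchange; Technique: FRET fluorescence dequenching, excitation 485 nm, emission 520 nm; Measure: Fluorescence-based percent inhibition, control- and blank-normalised; Benchmarks: plate control and blank wells.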
TNF death inh – inhibitors of TNF-alpha triggered necroptosis, primary screen, cell-based, Jurkat FADD-/-, single concentration; AID 463075, 2010; activation (protection from cell death), % at 10 µM; actives 0.068% (n = 220,000); Jurkat FADD-/- TNF necroptosis rescue, ATP luminescence, 24 h; 0 = TNF only, 100 = no-TNF cells;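 active = activation, meaning protection from cell death, of at least 50% relative to plate controls; inactive = activation below 50%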;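 note: necroptosis triggered by 40 ng/mL TNF-alpha added together with compound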
FXIIa inh 1536 – human FXIIa protease inhibitors, primary screen, biochemical, 1536-well; actives 0.3% (n = 220,000); purified FXIIa, Boc-QGR-AMC fluorogenic substrate, 2 h; AID 800, 2007; inhibition, % at 5 µM; Coagulation factor XII (Homo sapiens), P00748; in the data active = inhibition above about 40%;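 note: 0% = enzyme with no compound and 100% = blank without enzyme; many of its hits are not listed in these tables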
* hit, by the source's call; nt = not tested or not shown. The list is partial (hit frequency here may not be typical).

No.	SMILES	thrombin 1536	KLK5 inh	FXIa inh	zVAD death inh	Hck-Nef inh	KCC2 mod	Rad51 HR inh	TNF death inh	FXIIa inh 1536
1	COc1ccc(-n2c(SCc3ccccn3)nc3c(c2=O)SCC3)cc1OC	-1	-5	-8	-0.3	-26	-2	10	-0.6	2
2	c1ccc(CNc2ccc3c(c2)ncn3C2CCCCC2)nc1	2	-9	3	0.4	1	nt	3	-1.5	15
3	Cc1nc2c(cnn2-c2ccccc2)c(=O)[nH]1	0	13	1	-0.6	0	nt	nt	-1.3	11
4	COc1cc(-n2c(=O)c3ccccc3n(CC(=O)c3ccccc3)c2=O)cc(OC)c1OC	7	24	31	1.5	12	0.74	-5	-0.6	28
5	Cc1nc2ccccc2nc1OCc1cccc(Cl)c1	-2	5	-3	-0.5	1	0.66	8	-0.2	-8
6	Cc1cc2oc(=O)cc(CSc3nnc(-c4cccs4)o3)c2cc1C(C)C	-8	-9	-3	-0.9	2	0.4	-7	1.6	-2
7	CC(NC(=O)c1ccccc1NC(=O)c1ccco1)c1ccccc1 (stereo not drawn)	4	-8	7	0.2	1	-0.4	6	-0.4	21
8	O=C(c1ccco1)N1CCN(S(=O)(=O)N2CCOCC2)CC1	-9	-17	-10	-0.1	3	0.26	-13	1.3	0
9	COc1ccc2oc3cc(C)[n+]([O-])c(-c4ccc(Cl)cc4)c3c2c1	-6	-4	-9	0.3	-4	0.48	4	-0.1	1
10	CCOC(=O)C1=C(N)n2c(s/c(=C\c3ccco3)c2=O)=C(C(=O)OCC)C1c1ccco1 (stereo not drawn)	6	-1	9	1.7	1	-0.37	5	-12	16
11	O=C1NC(c2cccs2)C(C(=O)c2ccccc2)C(O)(C(F)(F)F)N1 (stereo not drawn)	-3	1	5	0.0	2	nt	-2	-3.8	1
12	COCCOc1ccc(C(F)(F)F)cc1NC(=O)c1ccc(C)cc1	-6	-3	0	1.8	4	-0.33	4	4.5	4
13	Cc1ccccc1Cc1c(C)nc2c(C(=O)NCc3ccco3)cnn2c1C	-1	13	-10	0.0	1	-1.6	-7	-3.0	0
14	CCS(=O)(=O)Nc1ccc(C(=O)CC2(O)C(=O)Nc3ccc(Br)cc32)cc1 (stereo not drawn)	3	-2	-3	1.7	2	nt	nt	0.5	12
15	CCCc1nc(SC2CCCC2)c2c(=O)n(C)c(=O)n(C)c2n1	-2	-6	1	-0.6	2	-0.48	-9	-4.0	12
16	COc1cc(CNC23CC4CC(CC(C4)C2)C3)ccc1OCc1ccccc1	5	-3	-1	6.0	-1	0.33	38	-2.2	12
17	Cc1cc(C)nc(/N=C(/NC(=O)Nc2cccc(Cl)c2)Nc2ccccc2)n1	4	0	0	0.0	2	0.93	-1	-3.6	20
18	CCN1CCCC1CNC(=O)c1ccccc1Cl (stereo not drawn)	3	1	11	-0.4	-9	-0.35	0	0.4	19
19	Cc1cc(C)n(CCNC(=O)CC2C(=O)NCCN2CC2CCCCC2)n1 (stereo not drawn)	-8	-3	-3	0.6	24	0.27	-3	0.3	7
20	CC(=O)c1ccc(N2CCCCC2)c(F)c1	-9	-1	-5	5.8	24	-0.0057	6	0.4	5
21	COc1ccccc1OCc1ccc(C(=O)OCC2CCCO2)o1 (stereo not drawn)	-6	-31	-11	1.0	7	0.54	-2	-1.1	10
22	COCCNCC1C(Oc2ccc(Cl)cc2)C(=O)N1c1ccccc1C (stereo not drawn)	0	-3	2	0.0	12	-0.76	5	1.0	1
23	C=CCc1c(C)nc(-c2ccccc2)nc1N/N=C/c1ccccc1	-11	-13	1	2.5	3	0.19	-9	2.2	12
24	CCOC(=O)c1cc2c(s1)-c1c(C)cccc1OC2	-15	-25	-10	0.5	2	1.4	10	0.7	-8
25	COc1ccc(N(CC(O)CN2C(=O)NC(C)(C)C2=O)S(=O)(=O)c2ccc(C)cc2)cc1 (stereo not drawn)	-5	-14	2	0.4	0	nt	0	-0.5	-8
26	CCc1ccc(S(=O)(=O)NCc2cn3ccsc3n2)s1	-4	2	-23	2.5	-3	0.87	5	0.3	4
27	Cc1ccc(N2C(=O)CC(N3CCN(C)CC3)C2=O)cc1 (stereo not drawn)	0	-7	-5	-0.1	-6	-0.1	11	0.2	6
28	Cc1onc(-c2ccccc2)c1C(=O)Nc1c(C)n(C)n(-c2ccccc2)c1=O	2	18	27	-0.2	3	-0.04	5	-0.7	11
29	CCN1C(=O)c2cccc3c(S(=O)(=O)N(C(=O)c4ccncc4)c4ccc(OC)cc4)ccc1c23	-6	-10	-4	-0.2	0	-0.19	9	1.0	-3
30	CCc1ccc(OCC(=O)Nc2cccc3nsnc23)cc1	-7	-9	-5	-0.7	-2	-0.048	21	-0.5	2
31	CSc1ccccc1NC(=O)CSc1n[nH]c(N)n1	-2	1	-6	0.0	12	0.56	-9	-0.3	8
32	O=C(CC1(O)C(=O)N(Cc2cccc3ccccc23)c2ccccc21)c1cccnc1 (stereo not drawn)	-6	-19	3	-0.4	1	-0.12	-8	-8.7	-6
33	CC1CCN(C(=O)c2cccc(S(=O)(=O)N3CCCCC3)c2)CC1	-2	0	6	0.2	-1	-0.67	1	2.5	13
34	COCc1cc(=O)[nH]c(Nc2nc(C)c3cc(OC)ccc3n2)n1	-2	-6	-2	0.9	-2	0.038	nt	-0.3	6
35	CCOc1ccc(-n2nnc3c(=O)n(C/C=C/c4ccccc4)cnc32)cc1	-9	-34	-3	2.9	0	nt	0	-2.3	6
36	CCOC(=O)c1cnn(-c2ccccc2)c1-n1cccc1C(=O)C(=O)Nc1ccccc1C(F)(F)F	-4	-7	4	-0.2	0	0.15	-2	-1.5	6
37	CNC(=O)n1ccc(C(=O)N2CCCCC2)n1	-2	-3	-5	1.0	12	0.27	-3	0.0	10
38	CCO[C@H]1OC(C(=O)N2CCCCCCC2)=C[C@@H](c2csc3ccccc23)[C@@H]1CCCO	0	5	3	-0.4	8	-0.18	nt	-0.8	15
39	Cc1ccc(SCC(=O)NC(C)(C)C)cc1	1	3	6	0.2	2	1.1	6	1.2	10
40	O=C(NC1CCS(=O)(=O)C1)C12CC3CC(CC(C3)C1)C2 (stereo not drawn)	-5	3	-2	0.1	1	0.27	-3	0.5	8
41	CC(C)COc1ccc(C(=O)NC(Cc2c[nH]c3ccccc23)C(=O)NN)cc1 (stereo not drawn)	-16	-4	-4	1.6	18	0.0064	nt	2.5	-1
42	Nc1nnc(CCC2CCCCC2)s1	-4	-16	3	0.2	7	0.85	-10	1.7	11
43	CCO[C@H]1OC(C(N)=O)=C[C@@H](c2ccc(Br)cc2)[C@@H]1CCCO	-10	-7	-6	0.7	-8	-0.1	6	-0.5	0
44	COc1ccc(/C(O)=C2/C(=O)C(=O)N(CCN(C)C)C2c2ccccc2)cc1Cl (stereo not drawn)	2	-8	1	0.4	1	1.6	2	-0.7	13
45	O=C(Nc1ccc(Nc2ccncc2)cc1)c1ccc([N+](=O)[O-])cc1	4	-3	-7	-0.5	24	-0.49	13	-27	10
46	COc1ccc(N(CC(=O)N2CCN(c3ccccc3)CC2)S(=O)(=O)c2c(C)noc2C)cc1	-4	-24	-1	-0.1	1	nt	5	-0.4	10
47	CC(C)n1c(=O)[nH][nH]c1=S	-1	6	-8	0.2	-170	-0.053	5	0.7	9
48	O=C(NCCC1=CCCCC1)C1CCC(CNc2nc(=S)[nH]c3ccccc23)CC1 (stereo not drawn)	-5	4	1	3.2	34	0.54	6	0.3	9

Down the list, as entered above.
Nos. 37–48 in KLK5 inh read -3, 5, 3, 3, -4, -16, -7, -8, -3, -24, 6, 4
Nos. 37–48 in zVAD death inh read 1.0, -0.4, 0.2, 0.1, 1.6, 0.2, 0.7, 0.4, -0.5, -0.1, 0.2, 3.2

Continuation:
No.	SMILES	thrombin 1536	KLK5 inh	FXIa inh	zVAD death inh	Hck-Nef inh	KCC2 mod	Rad51 HR inh	TNF death inh	FXIIa inh 1536
49	CCNC(=O)c1ccc(CSc2ccc(Cl)cc2)cc1	-2	-9	24	0.2	6	0.37	nt	2.0	25
50	Cc1cccn2cc(CNC(=O)C3CCCCC3)nc12	-1	16	4	-0.1	0	0.77	4	-0.3	11
51	C=CCn1c(O)c(N=NC(=O)OC(C)(C)C)c2ccccc21	-11	-7	-10	1.2	0	17*	2	0.2	7
52	COc1cccc(NC(=O)COC(=O)c2c(F)cccc2F)c1	-7	-8	-2	nt	4	0.65	-40	1.3	4
53	O=C(/C=C/c1cccc([N+](=O)[O-])c1)NCCN1C(=O)S/C(=C\c2ccc(F)cc2)C1=O	-1	-6	-10	0.5	-2	1.9	-15	1.2	6
54	CN(NS(=O)(=O)c1ccc(Cl)cc1)c1nc(C(F)(F)F)nc2ccccc12	-7	4	-1	1.2	24	-2.9*	-6	-1.4	8
55	Cc1ccc(N2C(=O)CN(Cc3sccc3C)C2=S)cc1C	-8	-31	-2	1.8	0	0.4	nt	3.3	1
56	CCC(=O)N1CCN(c2c(Cl)cccc2[N+](=O)[O-])CC1	-6	4	-8	-0.2	1	0.71	3	-4.4	14
57	Nc1nc2ccc(Oc3ccccc3)cc2s1	-14	-26	-6	7.6	6	nt	1	-4.8	18
58	CCOC(=O)C1=C(c2ccccc2)Nc2ncnn2C1c1cc(OC)cc(OC)c1OC (stereo not drawn)	2	-14	18	2.2	-1	0.57	-2	2.0	24
59	CC(=O)c1cc2c(cc1NC(=O)CN1CCCCCC1)OCO2	4	6	5	0.1	1	1.7	1	-1.4	14
60	COCCCn1c(SCC(=O)N2CCc3ccccc32)nnc1-c1ccoc1C	nt	nt	nt	0.1	1	-0.29	9	-0.5	nt
61	COc1ccc(Oc2ccc(/C=C/C(=O)c3ccc(O)cc3)cc2[N+](=O)[O-])cc1	1	-9	1	nt	-4	1.1	nt	-13	6
62	O/N=C1/CC/C(=N\O)c2nn(-c3ccccc3)nc21	-1	-27	-2	39	8	-0.086	-4	-6.9	10
63	CSc1ccc(/C=N/N2CCN(C)CC2)cc1	-2	-2	0	1.8	17	0.55	0	2.4	4
64	CC(=O)Nc1ccc(/C=C(\C#N)C(=O)NCc2ccccc2)cc1	-7	-21	2	0.2	3	0.84	2	2.2	1
65	Cc1ccc(S(=O)(=O)Nc2cccnc2Oc2ccc(Cl)cc2)cc1	47*	28	17	-1.3	-6	-0.73	-6	-0.2	44*
66	Cc1cc(C)n(CC(C)NC(=O)CCc2nnc(CCc3ccccc3)o2)n1 (stereo not drawn)	-1	-23	0	-0.2	-7	nt	nt	0.0	6
